Kir21 block: inhibitors of mouse Kir2.1 inward-rectifier potassium channel; HEK293-Kir2.1, FluxOR thallium flux fluorescence; stronger effect = lower value; B-score at 10 µM; hit rate 0.85% among 310,000; AID 1672, 2009;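 active means fluorescence ratio B-score at or below minus 3 SD of library scores, with starting-brightness B-score within 2 SD, cut at about -4.2 in these data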;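 further: channel flux triggered by added potassium and thallium sulfate stimulus; B-score of peak minus minimum fluorescence over baseline after thallium stimulus; more negative B-score means stronger Kir2.1 block with less thallium influx; some compounds called inactive have numbers as strong as hits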
Target sequence (P35561 whole entry, looked up): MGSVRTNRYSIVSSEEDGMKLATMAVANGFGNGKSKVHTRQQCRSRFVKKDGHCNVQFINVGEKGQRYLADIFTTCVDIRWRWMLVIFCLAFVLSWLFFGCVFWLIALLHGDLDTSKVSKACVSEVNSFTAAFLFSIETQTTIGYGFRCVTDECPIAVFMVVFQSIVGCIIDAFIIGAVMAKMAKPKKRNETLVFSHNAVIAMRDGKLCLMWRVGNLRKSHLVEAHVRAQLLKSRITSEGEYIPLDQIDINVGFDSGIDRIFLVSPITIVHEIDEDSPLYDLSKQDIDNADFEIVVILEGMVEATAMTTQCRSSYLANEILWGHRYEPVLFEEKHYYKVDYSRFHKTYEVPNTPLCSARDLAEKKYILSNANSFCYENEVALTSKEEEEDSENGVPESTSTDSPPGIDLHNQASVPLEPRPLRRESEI
KCNQ2 inh: KCNQ2 potassium channel inhibitors, primary screen, cell-based, CHO-K1, FluxOR thallium flux, B-score (AID 2156); Potassium voltage-gated channel subfamily KQT member 2 (Rattus norvegicus), O88943; 20 min; stronger effect = lower value; B-score at 10 µM; hit rate 1.1% among 310,000;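 active means fluorescence ratio B-score at most minus 3 library SDs, with starting brightness B-score within 2 library SDs, cut at about -5.5 in these data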
The depositor's hits bear a star; i = inactive.

structure | Kir21 block | KCNQ2 inh
CCOc1ccc2c(c1)ncn2Cc1ccccc1 | 0.53 | i
Cn1cc(S(=O)(=O)N2CCOCC2)cc1C(=O)NCCc1ccccc1 | 0.27 | i
CC1(C)c2ssc(=S)c2-c2ccccc2N1C(=O)c1ccco1 | 0.28 | i
O=C(Cn1nnc2ccccc21)OCC(=O)c1ccccc1 | -0.19 | i
CCN(CC)C(=O)C1CCCN(C(=O)c2cc(COc3cccc(OC)c3)on2)C1 (stereo unspecified) | -0.91 | i
Cc1cccc(NNC(N)=S)c1C | 1.87 | i
O=C(NCc1ccncc1)c1cc(C(=O)C2CC2)c[nH]1 | -0.85 | i
C=CCn1c(SCC(N)=O)nnc1-c1cccc(Br)c1 | -0.5 | i
CCCN=Cc1c(CCC)[nH]n(-c2nc3ccccc3s2)c1=O | -2.21 | i
CN(C)S(=O)(=O)N(CC(=O)N1CCN(c2ccccc2)CC1)c1ccccc1 | 2.02 | i
COc1ccc2[nH]c(C)c(CCN3C(=O)OC(C)(C)C3(C)O)c2c1 (stereo unspecified) | -0.16 | i
CCCCN(CCCC)CC(O)COc1ccccc1C(=O)Nc1ccccc1 (stereo unspecified) | -0.96 | i
CCOC(=O)C[C@H]1c2ccccc2S(=O)(=O)N1Cc1cc(OC)c(OC)c(OC)c1 | 0.02 | i
CCCOc1ccc(C(=O)NCC(c2ccco2)N(C)C)cc1OC (stereo unspecified) | -0.66 | i
Cn1c(=NC(=O)c2ccco2)sc2cccc(F)c21 | 0.11 | i
CSc1ccc(NC(=O)Nc2ccccc2C(N)=O)cc1 | 0.29 | i
CN1CCC(OC(=O)c2ccccc2Cl)CC1 | -0.61 | i
CCOC(=O)c1c(-c2cccs2)csc1NC(=O)CC(C)C | -0.14 | i
NC(=O)[C@@H]1CCCN1Cc1nc(-c2ccccc2)no1 | -0.06 | i
CC(C)(C)c1cc(C(=O)NCc2ccccc2)ccn1 | 1.88 | i
Cc1cc(C)c(C(=O)/C=C/c2cccs2)c(=O)[nH]1 | -1.81 | i
Cc1cc(C(=O)NC2CCCc3c2cnn3-c2cc(F)cc(F)c2)nn1C (stereo unspecified) | 0.16 | i
Cc1nnc(C)n1/N=C/c1cc(Br)cc(Br)c1O | -2.56 | i
Cc1ccc(CNC(=O)C2(C(F)(F)F)C/C(=C\Cc3ccccc3)CCCO2)o1 (stereo unspecified) | -1.14 | i
COc1ccc(OCC(=O)Nc2ccc3c(c2)C(=O)NC3=O)cc1 | 2.07 | i

More records:
structure | Kir21 block | KCNQ2 inh
CNC(=S)NNC(=O)c1sc(-c2cc(C)on2)nc1C | -0.38 | i
CCOC(=O)C1(C)NC(c2ccccc2F)C2C(=O)N(c3cccc(C(C)=O)c3)C(=O)C21 (stereo unspecified) | -0.01 | i
O=C(CN1C(=O)c2ccccc2C1=O)NCC(=O)OCC(=O)c1ccc(Cl)cc1 | 1.17 | i
CCOc1ccc(N(CC(=O)Nc2cccc(C)c2)S(C)(=O)=O)cc1 | 0.04 | i
C#Cc1ccc([C@H]2C=C(C(=O)O)O[C@@H](OCCCCO)C2)cc1 | -0.02 | i
COc1ccc(C(=O)/C=C2/c3ccccc3CC(C)(C)N2C)cc1OC | -0.17 | i
Cc1c(NC(=O)c2cc(-c3ccccc3O)on2)c(=O)n(-c2ccccc2)n1C | -0.98 | i
CCCc1nnc(SCC(=O)NC2CCCCC2)n1CCOC | -0.55 | i
CC(=O)c1c(C)nc(-c2ccc(Cl)cc2Cl)n1O | 0.87 | i
CC1CC(C)(C)NC(=S)N1CC(=O)N(C)Cc1ccccc1 (stereo unspecified) | -0.68 | i
COC(=O)c1ccccc1NC(=O)c1ccc(COc2ccc3c(c2)CCC3)cc1 | 2.51 | i
COC(=O)c1sc(NC(=O)CC(C)C)c(C(=O)OC)c1C | 0.61 | i
Cc1nnsc1C(=O)Nc1ccc(Cl)cc1 | -0.05 | i
Cc1ccc(S(=O)(=O)CC(=O)NC(C)(C)C)cc1 | -1.89 | i
CCC(=O)OCC(=O)Nc1ccc2c(c1)OCO2 | -1.1 | i
CCOC(=O)C1=C(C)NC(=O)CC1c1cc(OC)c(OC)cc1Br (stereo unspecified) | -1.03 | i
Cc1ccc(NC(=O)CN(Cc2ccccc2)S(C)(=O)=O)cc1C | -1.47 | i
C/C(Cn1nnc([N+](=O)[O-])n1)=N\NC(=O)c1ccc(Cl)c(Cl)c1 | 1.48 | i
CC1CCCCC1NC(=O)CSc1nnc(CN2CCOCC2)n1C (stereo unspecified) | 1.71 | i
Cc1ccnc(NC(=O)c2cccc([N+](=O)[O-])c2C)c1 | -0.06 | i
Cc1ccc(S(=O)(=O)N2CCCCC2)cc1C(=O)N(C)CC(=O)Nc1cccc(F)c1 | 0.03 | i
CCOC(=O)c1ccc(NC(=O)c2cc3c(s2)CCC3)cc1 | 1.36 | i
COc1ccc(CCNc2oc(-c3ccc(OC)c(OC)c3)nc2P(=O)(OC)OC)cc1OC | -0.54 | i
CCOc1ccc(-c2nnc(-c3snc(-c4ccc(F)cc4)c3N=CN(C)C)o2)cc1 | -0.04 | i
O=C(OCc1cn(-c2ccc(Cl)c(Cl)c2)nn1)c1ccccc1Cl | -1.08 | i

Next part
structure | Kir21 block | KCNQ2 inh
COC(=O)CSC(C)C(=O)Nc1nnc(C(C)C)s1 (stereo unspecified) | -0.62 | i
O=C(Nc1nc(-c2ccc3c(c2)OCCO3)cs1)C1CCCC1 | 0.04 | i
CCc1cccc(CC)c1NC(=O)c1cccc(N)c1 | 0.45 | i
Cc1cc(C)nc(/N=C(\N)Nc2ccc(SC(F)F)cc2)n1 | -0.52 | i
CC(=O)NNS(=O)(=O)c1ccc(-c2cc(C(F)(F)F)n(C)n2)s1 | 0.05 | i
COc1ccc(NC(=O)NCCCN2CCc3ccccc3C2)cc1 | -1.54 | i
CC(=O)CSc1ncnc2c1oc1ccccc12 | 0.52 | i
CC(=O)c1c(C)[nH]c(C(=O)OCC(=O)C(C)(C)C)c1C | 1.78 | i
COc1cccc(NC(=O)c2c([N+](=O)[O-])cnn2C)c1 | 0.7 | i
O=C(Nc1cccnc1)C1CC(c2ccccc2O)=NO1 (stereo unspecified) | 0.06 | i
CCN(CC)CCN(Cc1cc2cc(C)ccc2[nH]c1=O)C(=S)NCc1ccco1 | -1.42 | i
COc1ccc(OC)c(S(=O)(=O)N2CCN(c3ccccc3OC)CC2)c1 | 0.08 | i
COc1ccc(CCN2C(=O)CC(C(N)=O)SC2=Nc2ccccc2)cc1 (stereo unspecified) | -1.57 | i
COc1cccc(-n2c(=O)c3sccc3n(CC(=O)NC3CCCCC3)c2=O)c1 | -0.23 | i
O=C(O)C1CCN(S(=O)(=O)c2cccnc2)CC1 | -3.87 | i
CCOP(=O)(OCC)C(Nc1ccccn1)c1ccc(F)cc1 (stereo unspecified) | 1.05 | i
Cc1c(C(=O)c2ccc([N+](=O)[O-])cc2)c(=O)n(C)c(=O)n1C | -0.02 | i
CN(Cc1ccccc1)C(=O)c1ccc(Cl)c([N+](=O)[O-])c1 | 0.01 | i
CCOc1ccccc1NC(=O)CCc1nnc2ccc(N3CCC4(CC3)OCCO4)nn12 | -0.55 | i
CC(=O)N1N=C(c2cccc(Cl)c2)OC1c1ccc(C(C)C)cc1 (stereo unspecified) | 0.57 | i
COc1ccccc1C(O)(C(=O)NNc1ccccc1C)c1ccccc1OC | -0.86 | i
NCC1CC2c3ccccc3C1c1ccccc12 (stereo unspecified) | -1.04 | i
CC(Oc1ccc(Cl)cc1)c1ccnn1S(C)(=O)=O (stereo unspecified) | 0.5 | i
O=C(c1ccc(S(=O)(=O)N2CCCCC2)cc1)N1CCN(Cc2ccc3c(c2)OCO3)CC1 | 0.32 | i
CC(=O)Nc1ccc(Cl)c(-c2nc3ncccc3o2)c1 | -1.37 | i

The list goes on; it opens with the 6 that closed the last part.
structure | Kir21 block | KCNQ2 inh
CC(=O)N1N=C(c2cccc(Cl)c2)OC1c1ccc(C(C)C)cc1 (stereo unspecified) | 0.57 | i
COc1ccccc1C(O)(C(=O)NNc1ccccc1C)c1ccccc1OC | -0.86 | i
NCC1CC2c3ccccc3C1c1ccccc12 (stereo unspecified) | -1.04 | i
CC(Oc1ccc(Cl)cc1)c1ccnn1S(C)(=O)=O (stereo unspecified) | 0.5 | i
O=C(c1ccc(S(=O)(=O)N2CCCCC2)cc1)N1CCN(Cc2ccc3c(c2)OCO3)CC1 | 0.32 | i
CC(=O)Nc1ccc(Cl)c(-c2nc3ncccc3o2)c1 | -1.37 | i
Cc1ccc(C(=O)NCC(C)(C)N2CCOCC2)s1 | 0.89 | i
CCCC[C@@H]1CCCO[C@@](C(=O)NCc2cc(C)n(C)n2)(C(F)(F)F)C1 | 0.76 | i
O=C(CSc1nnc(-c2ccco2)n1Cc1ccco1)NCc1cccs1 | 1.03 | i
COc1ccc(CN(CC(=O)NCc2ccco2)C(=O)CCC(=O)Nc2ccccn2)cc1 | 1.68 | i
N#Cc1cc2c(nc1SCC(=O)N1CCOCC1)CCCCC2 | 0.9 | i
C=C1C[C@H]2[C@@H]3CCc4cc(OC)ccc4[C@H]3CC[C@]12C | -0.88 | i
COc1ccc(OC)c(N(CC(=O)NCc2ccncc2)S(C)(=O)=O)c1 | 1.06 | i
NC(N)=Nc1nc2ccc(Cl)cc2c(=O)[nH]1 | 1.26 | i
CC1CC2=C(C(=O)O1)C(c1ccccc1)Nc1ccccc1N2 (stereo unspecified) | 0.2 | i
CC(=O)Nc1c(C(N)=O)oc2ccc(Cl)cc12 | -0.03 | i
O=C(/C=C/c1ccc(OC2CSC2)cc1)c1ccccc1 | -1.63 | i
Cc1cccc(N2C(=O)CC(N3CCN(C(=O)c4ccccc4)CC3)C2=O)c1 (stereo unspecified) | -0.71 | i
Cc1ccccc1C(=O)NC(=S)NCC(=O)c1ccccc1 | -0.26 | i
O=c1c2c(nc3n1CCCCC3)-c1ccccc1CC21CCCC1 | 0.56 | i
COc1cc(CC(=O)Nc2cccc(SC)c2)cc(OC)c1OC | 0.74 | i
Cc1ccccc1NC(=O)Cc1nnc(SCC(=O)NC2CCCCC2)n1C | -0.97 | i
COc1ccc(CCNC(=S)NC(=O)c2cc(OC)c(OC)c(OC)c2)cc1OC | -0.44 | i
COc1cc(OC)cc(C(=O)NCC(=O)N2CCC(C)CC2)c1 | 0.43 | i
COc1cc(/C=N/NC(=O)c2c(-c3c(Cl)cccc3Cl)noc2C)ccc1OCC(N)=O | 0.72 | i
CC(C)CNC(=O)C1Nc2ccc(OC(F)(F)F)cc2C2C=CCC12 (stereo unspecified) | 2.02 | i
CCCCn1c(N)c(N(Cc2ccccc2OC)C(=O)c2ccc(N3CCCC3=O)cc2)c(=O)[nH]c1=O | 1.59 | i
O=C(Nc1ccccc1)Nc1cccc(-c2cn3cccnc3n2)c1 | 0.72 | i
CSc1ccccc1NC(=O)c1cc(-c2ccc3c(c2)OCO3)on1 | -2.34 | i
CC(C)(C)c1ccc(S(=O)(=O)NNC(=O)c2cc3ccccc3[nH]2)cc1 | -0.93 | i
COc1ccccc1C(=O)Nc1cc(Cl)ccc1O | 0.24 | i

The list goes on.
structure | Kir21 block | KCNQ2 inh
CCOC(=O)c1c(C)[nH]c(C(=O)OCc2ccc(C)cc2)c1C | 1.37 | i
Cc1ccc(NC2(c3nnnn3-c3c(C)cccc3C)CCCCC2)cc1 | 0.74 | i
CCOc1ccccc1CN1CCNC(=O)C1CC(=O)NCc1ccccn1 (stereo unspecified) | -0.6 | i
Cc1nc(NC(=O)c2cccnc2Cl)sc1C | -0.51 | i
Cc1cc(Cl)c2oc(C(=O)N(CCO)Cc3ccccc3)c(C)c2c1 | 0.01 | i
CN(Cc1ccc(F)cc1)C(=O)c1cccc(NS(=O)(=O)c2ccccc2)c1 | -3.01 | i
CC(C)(C)OC(=O)N[C@@H](Cc1ccccc1)c1nnc(SCC(=O)c2ccc(Cl)cc2)o1 | 0.59 | i
COc1ccc(-c2cc(C(=O)O)c3sc(N4CCCCC4)nc3n2)cc1OC | -0.81 | i
COc1ccc(CNC(=O)C2CCCN(Cc3nc(-c4cccc(C)c4)oc3C)C2)cc1 (stereo unspecified) | -1.56 | -6.42*
Cc1cccc(NC(=O)CCc2nc3sc4c(c3c(=O)[nH]2)CCCC4)n1 | 0.78 | i
Fc1cccc(Cl)c1-c1nnc2ccc(N3CCOCC3)nn12 | -0.85 | i
Cc1cc2nccc(-c3ccc(Cl)cc3Cl)n2n1 | -0.14 | i
O=c1nc(-c2ccccc2)n(-c2ccc(Cl)cc2)[nH]1 | -0.11 | i
CCOC(=O)c1cc(C(C)(C)C)oc1CNC(=O)c1c(C)oc2c1CCCC2 | -0.02 | -6.07*
CC1CCCCN1C(=O)CNCC1CCCO1 (stereo unspecified) | 0.48 | i
COC(=O)c1ccccc1NC(=O)C12CC3CC(C1)CC(n1cnc(Cl)n1)(C3)C2 | 0.95 | i
CN1CCN(C(=S)c2ccc(-c3cccc([N+](=O)[O-])c3)o2)CC1 | -0.01 | i
Cc1ccc(-c2nnn(Cc3nc(N)nc(N4CCOCC4)n3)n2)cc1 | 0.38 | i
CN(CC(=O)N1CC=C(c2ccccc2)CC1)S(=O)(=O)c1cnc[nH]1 | 1.22 | i
O=C(NCc1ccco1)c1cccc(S(=O)(=O)N2CCN(Cc3ccccc3)CC2)c1 | -1.85 | i
CC(C)c1ccc(NC2CCCN(C(=O)c3cccnc3)C2)cc1 (stereo unspecified) | -2.4 | i
CCNC(=S)NNC(=O)c1cc(Br)cs1 | -1.42 | i
COc1ccc(C(=O)Nc2ccc(C(=O)NCCc3ccc(OC)c(OC)c3)cc2)cc1 | 0.08 | i
O=C(Nc1ccc2c(c1)CN(Cc1ccc(CO)o1)CC2)c1ccc(C(F)(F)F)cc1 | -0.07 | i
